K1F lysis inhibition: inhibition of K1F phage lysis, E. coli UTI89, bacterial capsule biogenesis inhibitors, alamar blue (AID 488966); E. coli UTI89 K1F phage lysis, alamar blue, 2 h; higher % means a stronger effect; inhibition, % at 100 µM; hits with a dose series show IC50 in µM; 0.02% of 340,000 active;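 active means phage lysis inhibition, versus mean bacterial control, above a set limit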;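 further: capsule biogenesis inhibitors block K1F phage lysis so surviving cells raise fluorescence; higher fluorescence means more inhibition of phage lysis; actives were called in the ten point dose series up to 300 µM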
M17LAP inhibition: P. falciparum M17LAP inhibitors, primary screen, biochemical, fluorogenic H-Leu-NHMec substrate, 1536-well (AID 1619); one-dose inhibition, % at 30 µM; IC50 in µM for titrated hits; Leucine aminopeptidase (Plasmodium falciparum (isolate 3D7)); recombinant M17LAP, H-Leu-NHMec fluorogenic kinetic assay; higher % means a stronger effect; 0.38% of 220,000 active;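 active means compound inhibiting the enzyme by more than half at any dose during confirmatory dose-response retesting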;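 further: plate controls were full reaction with DMSO carrier for no effect and no enzyme background for full effect; strong numbers were not always called active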
M1AAP inhibition: P. falciparum M1AAP inhibitors, biochemical, fluorogenic H-Leu-NHMec substrate, 1536-well (AID 1445) | Aminopeptidase N (Plasmodium falciparum (isolate 3D7)) | recombinant M1AAP, H-Leu-NHMec fluorogenic kinetic assay; higher % means a stronger effect | inhibition, % at 30 µM, or IC50 in µM where a hit was titrated | 0.42% of 220,000 active;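 active means primary inhibition above the hit cutoff, then over 50% inhibition at one or more dose response concentrations, cut at about 23% in these data, passing the limit was not always enough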;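 further: plate controls were DMSO full reaction for no effect and no enzyme background for full effect; strong numbers were not always called active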
MT stabilizer: microtubule stabilizers in HeLa cells, primary screen, imaging, high-content imaging | HeLa tubulin immunostaining HCS, 24 h; share of cells brighter than vehicle mean+2SD | % tubulin-high responders, % at 10 µM | 0.83% of 200,000 active | AID 2205, 2009;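 active means plate Z-score above 3 for both tubulin-high and condensed-nucleus cell shares, with cell loss under 80%, at 10 µM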;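 further: anti alpha tubulin signal scored within the nucleus-defined area of each cell; some results filed as inactive read as strong as hits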
Autophagy mod: autophagy modulators in MEF cells, primary screen, imaging, high-content, MEF GFP-LC3 | MEF GFP-LC3 puncta imaging; test concentration mostly 10 µM | calls only at 10 µM (by protocol) | 0.98% of 190,000 active | AID 463193, 2010;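 active means percentage of spot-positive cells more than 3 SD above its plate mean, without a fluorescence outlier flag or 80% toxicity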;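 further: spot-positive cell cutoff set from DMSO-treated cells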
Dynein transport: inhibitors of GR-EGFP nuclear translocation, primary screen, dynein cargo transport inhibitor project, imaging, high-content, 3617.4 mouse cells; test concentration mostly 20 µM; stimulated with dexamethasone, 1 µM; stronger effect = lower value; z-score, hits read low; 0.47% of 220,000 active;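 active means plate z-score of nuclear minus cytoplasmic receptor signal below a set negative limit, without overly bright fluorescence or cell loss, cut at about -3.5 in these data, passing the limit was not always enough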;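 further: z-score of nuclear minus cytoplasmic ring GR-EGFP intensity difference per well; some compounds called inactive have numbers as strong as hits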
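Buffer or medium: tet-free, stripped-serum medium; Also added: dexamethasone, 1.0 µM final; Technique: high-content fluorescence imaging after fixation; Times: 48 h induction, 1 h compound, 30 min dex at 37 °C; Read-out: per-cell GR-EGFP intensity, nucleus versus surrounding cytoplasmic ring, well-averaged.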
bCat nuc transl: modulators of beta-catenin nuclear translocation, primary screen, imaging, HeLa cells, immunofluorescence, high-content | nuclear translocation activity, % at 5 µM | AID 1665, 2009 | 0.3% of 190,000 active;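 active means nuclear translocation activity above 50% at 5 µM, with a well cell count of 50 or more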;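 further: per-cell ratio of nuclear to cytoplasmic median beta-catenin stain intensity; plate controls were DMSO negative control for no effect and GSK-3 inhibitor IX positive control for full effect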
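System: HeLa cells, endogenous beta-catenin; compound dosing: 5 µM primary single dose, 0.1% DMSO, 0.02–20 µM confirmation series; incubation: 24 h compound exposure at 37°C, 5% CO2; signal: beta-catenin immunofluorescence imaging with DAPI; evaluation: % activation, nuclear-to-cytoplasmic median beta-catenin signal ratio per cell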
Insulin prom up: insulin promoter activators in MIN6 cells, imaging, high-content screening, mouse beta cells; MIN6 insulin promoter-GFP reporter; stronger effect = higher value; z-score at 5 µM; 0.3% of 190,000 active; AID 1625, 2009;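 active means z-score above 3 at 5 µM with at least 500 cells counted in the well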
CSM14.1 death rescue: rescue of cells from ER stress-induced death, primary screen, 384-well, CSM14.1, thapsigargin, ATP luminescence (AID 1222) | CSM14.1 thapsigargin-induced death rescue, ATP luminescence; higher % means a stronger effect | one-dose cellular ATP content (survival), % at 20 µM; EC50 in µM for titrated hits | 190,000 tested, under 10 active;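 active means EC50 below 50 µM in the dose-response confirmation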;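 further: death triggered by thapsigargin at about 15 µM added after 2 h compound pretreatment; cell ATP read after overnight thapsigargin exposure of roughly 18 to 22 hours; normalized against plate controls of thapsigargin alone and 5% DMSO vehicle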
Dynein transport cytoplasmic EGFP: also measured in Dynein transport; calls as there; z-score; measured here: cytoplasmic GR-EGFP intensity; stronger effect = higher value
Dynein transport nuclear GR-EGFP: second read-out of Dynein transport, no call of its own (marks repeat the call); z-score; measured here: nuclear GR-EGFP intensity;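 lower value marks the stronger effect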
Dynein transport cell count: further read-out of Dynein transport, marked with its call; z-score; measured here: cell count per field
Insulin prom up cell count: second read-out of Insulin prom up, no call of its own (marks repeat the call); cell count; measured here: cytotoxicity, nuclei count;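 total cells summed across four imaged fields per well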
bCat nuc transl cell count 5 µM: recorded beside bCat nuc transl, whose call it bears; cell count; measured here: cell count, cytotoxicity flag
MT stabilizer Hoechst-high %: further read-out of MT stabilizer, marked with its call; % Hoechst-high responders; measured here: nuclear condensation Hoechst responders;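 share of cells brighter than vehicle mean plus two SD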
MT stabilizer cytotoxicity %: also measured in MT stabilizer; calls as there; toxicity, %; measured here: cytotoxicity by cell density;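 0% = mean cell density of plate MIN control wells and 100% = no cells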
Autophagy mod cell loss 18 h: recorded beside Autophagy mod, whose call it bears; toxicity, %; measured here: cell loss, nuclei count;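 cell loss after 18 h compound exposure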
The depositor's hits bear a star; i = inactive; nt = no result given; [ ] = dose if it differs, or a comment.

cpd | mol | K1F lysis inhibition | M17LAP inhibition | M1AAP inhibition | MT stabilizer | MT stabilizer Hoechst-high % | MT stabilizer cytotoxicity % | Autophagy mod | Autophagy mod cell loss 18 h | Dynein transport | Dynein transport cytoplasmic EGFP | Dynein transport nuclear GR-EGFP | Dynein transport cell count | bCat nuc transl | bCat nuc transl cell count 5 µM | Insulin prom up | Insulin prom up cell count | CSM14.1 death rescue
1 | CC1CCCCC1NC(=O)CCS(=O)(=O)c1cccc2nonc12 (stereo unspecified) | -0.3% | -1% | -2% | 3.6 | 2.6 | 1.1 | i | 5 | -0.13 | -0.14 | 0.4 | 0.29 | -0.8 | 958 | 1.3 | 1247 | -2.3%
2 | CN(C)C(=O)N(CCCN1CCOCC1)Cc1cccc2ccccc12 | nt | -6% | 6% | nt | nt | nt | nt | nt | 1.8 | -0.2 | 0.73 | -1 | -1.1 | 1334 | -0.06 | 1127 | nt
3 | COC(=O)CSc1nc(NCc2ccccc2)nc(N(C)C)n1 | 0.7% | -1% | -2% | 2.1 | 1.3 | 2.4 | i | 6 | -0.34 | -0.25 | -0.065 | 0.49 | -1.6 | 1061 | 1.1 | 1265 | 0.0%
4 | CCc1nnc(NC(=O)CSc2nnc(CNc3cccc(Cl)c3)n2CC)s1 | 3.2% | 20% | 2% | 2.6 | 1.2 | 6.4 | i | -9 | -0.64 | -0.14 | -0.089 | 0.67 | 1.0 | 1184 | 0.24 | 1231 | 2.4%
5 | Nc1n[nH]c(N)c1N=Nc1cccc(F)c1 | -0.1%[50 µM] | 5.5µM* | 11% | 4.9 | 1.8 | 2.5 | i | 5 | -0.32 | -0.25 | -0.24 | -0.7 | nt | nt | 0.02 | 1373 | 1.6%
6 | O=S(=O)(NCC(c1ccco1)N1CCN(c2ccccc2F)CC1)c1ccccc1 (stereo unspecified) | 0.5%[50 µM] | 9% | 1% | 3.1 | 3.1 | 7.1 | i | 9 | -0.35 | -0.28 | -0.5 | 0.72 | 0.8 | 419 | -0.5 | 1150 | 0.6%
7 | Cc1nn(CCC#N)c2[nH]c(=O)cc(C(F)(F)F)c12 | 0.5% | 6% | 1% | 3.9 | 2.4 | 3.8 | i | -6 | -0.64 | 1.1 | -0.55 | -0.35 | -5.0 | 1145 | nt | nt | -1.3%
8 | Cc1cc(C)c(S(=O)(=O)N(C)Cc2cnn(C)c2)c(C)c1 | 0.9% | 1% | 8% | 2.8 | 1.8 | 5.3 | i | -8 | 0.1 | -0.26 | 0.1 | -0.3 | nt | nt | -0.66 | 1211 | -1.7%
9 | CC(C)(CSc1nncn1/N=C/c1ccco1)NS(=O)(=O)c1ccc(Cl)cc1 | 0.5% | 6% | 5% | 3.0 | 2.3 | 7.4 | i | 15 | 3.4 | 0.11 | 2.6 | -2 | -9.3 | 1230 | -0.54 | 1278 | 0.3%
10 | CCOC(=O)c1c(NC(C)=O)sc2c(OCC(O)CN(CC)CC)c(Br)ccc12 (stereo unspecified) | 3.3% | -6% | -3% | 3.6 | 1.6 | 1.7 | i | -4 | -1.2 | 1.5 | -0.44 | -4.9 | -3.5 | 1037 | -1.6 | 1299 | nt
11 | CSc1ccc(CN2CCN(CCC(C)C)C(CCO)C2)cc1 (stereo unspecified) | 0.2% | -3% | -2% | 1.9 | 1.9 | 6.5 | i | -27 | -0.71 | -0.28 | -0.14 | 0.14 | -0.8 | 865 | -0.72 | 1449 | -1.3%
12 | Cc1cccc(C)c1NC(=O)Cn1nnc(-c2ccc(CN3CCC(C)CC3)cc2)n1 | 0.2% | -4% | 1% | 5.4 | 1.6 | 12 | i | 15 | -0.92 | -0.35 | -0.68 | 0.92 | 0.5 | 1502 | -0.36 | 1157 | 0.6%

Shown screen by screen: entries from further up
3. COC(=O)CSc1nc(NCc2ccccc2)nc(N(C)C)n1
11. CSc1ccc(CN2CCN(CCC(C)C)C(CCO)C2)cc1 (stereo unspecified)
8. Cc1cc(C)c(S(=O)(=O)N(C)Cc2cnn(C)c2)c(C)c1
1. CC1CCCCC1NC(=O)CCS(=O)(=O)c1cccc2nonc12 (stereo unspecified)

| assay / compound | 3 | 11 | 8 | 1 |
| --- | --- | --- | --- | --- |
| K1F lysis inhibition | 0.7% | 0.2% | 0.9% | -0.3% |
| M17LAP inhibition | -1% | -3% | 1% | -1% |
| M1AAP inhibition | -2% | -2% | 8% | -2% |
| MT stabilizer | 2.1 | 1.9 | 2.8 | 3.6 |
| MT stabilizer Hoechst-high % | 1.3 | 1.9 | 1.8 | 2.6 |
| MT stabilizer cytotoxicity % | 2.4 | 6.5 | 5.3 | 1.1 |
| Autophagy mod | i | i | i | i |
| Autophagy mod cell loss 18 h | 6 | -27 | -8 | 5 |
| Dynein transport | -0.34 | -0.71 | 0.1 | -0.13 |
| Dynein transport cytoplasmic EGFP | -0.25 | -0.28 | -0.26 | -0.14 |
| Dynein transport nuclear GR-EGFP | -0.065 | -0.14 | 0.1 | 0.4 |
| Dynein transport cell count | 0.49 | 0.14 | -0.3 | 0.29 |
| bCat nuc transl | -1.6 | -0.8 | nt | -0.8 |
| bCat nuc transl cell count 5 µM | 1061 | 865 | nt | 958 |
| Insulin prom up | 1.1 | -0.72 | -0.66 | 1.3 |
| Insulin prom up cell count | 1265 | 1449 | 1211 | 1247 |
| CSM14.1 death rescue | 0.0% | -1.3% | -1.7% | -2.3% |

Compound activity (PubChem BioAssay)
